Screening results: PubChem, National Center for Advancing Translational Sciences (NCATS)
TDP1 block: qHTS Assay for Inhibitors of Tyrosyl-DNA Phosphodiesterase (TDP1). recombinant TDP1, AlphaScreen DNA substrate cleavage. AID 485290, 2010. hit rate 0.28% among 350,000. Potency, µM (doses to about 130 µM), for the others: at the top dose activity change, negative = inhibition, usual class: inhibitors; further: nearly all actives have a fitted effect of over 40% in size
Target sequence (Q9NUW8 whole entry, looked up): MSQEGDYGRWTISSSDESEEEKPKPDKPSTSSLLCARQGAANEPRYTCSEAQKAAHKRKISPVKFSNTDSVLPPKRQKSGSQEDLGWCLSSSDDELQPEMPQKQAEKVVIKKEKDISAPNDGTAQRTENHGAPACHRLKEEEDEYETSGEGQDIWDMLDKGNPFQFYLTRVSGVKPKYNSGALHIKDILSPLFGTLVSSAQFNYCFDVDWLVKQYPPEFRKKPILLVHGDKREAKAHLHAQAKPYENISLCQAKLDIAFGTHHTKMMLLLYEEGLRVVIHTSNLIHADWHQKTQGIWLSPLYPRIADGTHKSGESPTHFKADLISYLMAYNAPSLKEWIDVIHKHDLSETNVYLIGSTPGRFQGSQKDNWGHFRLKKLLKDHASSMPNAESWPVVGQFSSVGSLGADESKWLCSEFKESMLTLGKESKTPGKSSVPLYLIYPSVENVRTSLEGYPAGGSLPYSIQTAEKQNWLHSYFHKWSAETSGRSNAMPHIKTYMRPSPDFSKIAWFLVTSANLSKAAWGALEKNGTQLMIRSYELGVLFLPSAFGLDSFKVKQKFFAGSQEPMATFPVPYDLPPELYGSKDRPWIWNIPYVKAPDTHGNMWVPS
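Recombinant human Tdp1 (E. coli-expressed, 1 nM final) preincubated with compounds 15 min at room temperature, then 5'-biotin/3'-phosphotyrosine-FITC DNA substrate (15 nM final) added for 5 min. AlphaScreen beads (10 ug/ml final) added 10 min; cleavage lowers signal.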
N370S GC: qHTS Assay for Inhibitors and Activators of N370S glucocerebrosidase as a Potential Chaperone Treatment of Gaucher Disease. N370S GC spleen homogenate, 4MU-glucoside fluorescence. Potency, µM (titrated, usually from 59.4 µM), without a hit: at the top dose activity change, negative = inhibition, hits mostly inhibitors. hit rate 0.092% among 330,000. Lysosomal acid glucosylceramidase (Homo sapiens), P04062;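 further: 0% = full enzyme activity and -100% = no enzyme basal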
FEN1 inh: qHTS Assay for the Inhibitors of Human Flap endonuclease 1 (FEN1); P39748; Recombinant FEN1 flap cleavage, fluorescence, 15 min; Potency, µM (top dose mostly 114 µM), for the others: top-dose activity change, negative = inhibition, usual class: inhibitors; hit rate 0.35% among 390,000; AID 588795, 2011; further: nearly all actives have a fitted effect of over 65% in size
Target sequence (P39748 whole entry, looked up): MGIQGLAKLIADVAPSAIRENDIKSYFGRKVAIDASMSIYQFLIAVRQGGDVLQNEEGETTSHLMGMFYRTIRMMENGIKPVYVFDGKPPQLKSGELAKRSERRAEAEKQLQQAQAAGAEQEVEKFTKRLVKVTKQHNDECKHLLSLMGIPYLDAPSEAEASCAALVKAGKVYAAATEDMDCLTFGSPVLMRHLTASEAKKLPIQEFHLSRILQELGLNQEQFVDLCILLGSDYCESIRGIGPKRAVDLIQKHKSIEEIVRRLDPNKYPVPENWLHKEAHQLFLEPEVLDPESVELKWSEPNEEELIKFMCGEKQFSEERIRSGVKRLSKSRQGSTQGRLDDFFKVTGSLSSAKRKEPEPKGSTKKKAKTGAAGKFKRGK
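Compounds are tested as a concentration series against 10 nM FEN1; after a 15 min room-temperature preincubation, 50 nM substrate starts cleavage, with plate reads at 0 and 15 min. Normalized responses are fitted by a Hill equation.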
Starred values were filed as active, the others as inactive; ? = inconclusive; nt = not tested or not shown; & = joins results of further samples; ! = not confirmed by another sample; [ ] = another dose, or the depositor's remark. The call rests on the fitted dose curve; in most records, active means well fitted curve in the direction sought with a large enough effect; inconclusive means small, poorly fitted or top-dose-only effect, or another doubt; inactive means no such curve, though single readings can be large; an effect the other way counts as inactive or inconclusive. Unless noted, on the % scale 0 is the no-effect control and ±100 the full control effect; potency means the concentration at half of the fitted maximal effect. No enrichment for hits. Share with any hit: about 0.57%.

smiles	TDP1 block	N370S GC	FEN1 inh
CCc1noc(C)c1C(=O)OCC(=O)Nc1ccc2c(c1)OCO2	0%	nt	-11%
CN(C)S(=O)(=O)c1cccc(NC(=S)N/N=C/c2cc(Br)ccc2O)c1	nt	-5%	?
CCN(CC(=O)Nc1ccc2c(c1)OCCO2)S(=O)(=O)c1ccc(C)cc1	-2%	5%	-16%
CC(C)CC(=O)/C(=C\c1ccc(Cl)cc1Cl)n1cncn1	2%	-9%	-29%
CCOc1ccc(-c2nc3c(c(SCC(=O)N4CCCCC4)n2)Cc2cc(C)ccc2O3)cc1	-1%	nt	0%
CC1=C(c2ccc(C)c(C)c2)S(=O)(=O)N=C1N1CCC(C(=O)NCCc2ccc(Cl)cc2)CC1	1%	nt	2%
O=C(c1cc(F)c(F)cc1Cl)N1CCOCC1	4%	-1%	-2%
CCc1cccc(C)c1NC(=O)CSc1nnc(N)s1	-8%[12.3 µM]	nt	-5%

(further entries)
smiles	TDP1 block	N370S GC	FEN1 inh
CCO[C@H]1OC(C(=O)N2CCCCCCC2)=C[C@@H](c2coc3ccccc3c2=O)[C@@H]1CCCO	6%	14%	13%
CCCC(C)c1nnc(NC(=O)C2CC(=O)N(c3ccc(OCC)cc3)C2)s1 (stereo not given)	nt	2%	-9%
CC/S(=N\S(=O)(=O)c1ccc(C)cc1)c1ccccc1 (stereo not given)	6%	9%	2%
COc1cc2c(cc1OC)C(COc1ccccc1OC)N(C(=O)c1ccc(S(=O)(=O)N3CCCC3)cc1)CC2 (stereo not given)	13%	nt	-6%
O=C(CCc1ccccc1)Nc1nc2c(F)cc(F)cc2s1	0%	5%	-8%
CN(C(=O)c1cc2c(=O)n3ccccc3nc2n1C)c1ccccc1	4%	nt	-2%
COc1cc(C2CC(=O)Oc3cc(C)c(Cl)c(C)c32)cc(OC)c1OC (stereo not given)	2%[56.1 µM]	nt	-6%
CCCCN(C)C(=O)c1cc2cc3cc(OC)ccc3nc2o1	1%	3%	-18%

Other structures
smiles	TDP1 block	N370S GC	FEN1 inh
CCC(Oc1ccccc1)C(=O)N1CCN(S(=O)(=O)c2ccccc2)CC1 (stereo not given)	1%	nt	-3%
O=C1CSC(c2ccccc2)N1CC(O)c1ccc([N+](=O)[O-])cc1 (stereo not given)	3%	-7%	-1%
Cc1cc(C(=O)CSc2nnnn2-c2ccc(O)cc2)c(C)n1Cc1ccc2c(c1)OCO2	3%	9%	9%
CCc1ccc(C(=O)COC(=O)CNC(=O)C2CCCCC2)cc1	0%&7%	-8%	-4%&13%
NC(=O)NC(Cc1ccccc1)C(=O)NNC(=O)COc1ccccc1Cl (stereo not given)	1%	nt	-5%
COc1ccc(OC)c(/C=C/c2nc3ccccc3c(=O)n2-c2ccc(F)c(Cl)c2)c1	3%	nt	9%
O=C(Cn1cnc2ccccc21)NCc1ccccc1	1%	0%	-1%
CC1(OC(=O)c2ccc(Cl)nc2)C(=O)C=C2C=C3CCCN3C=C2C1=O (stereo not given)	8.9µM*	4%[12.8 µM]	?

(list continues)
smiles	TDP1 block	N370S GC	FEN1 inh
Cc1cc(-c2csc(NC(=O)C3=COCCO3)n2)c(C)n1C	-4%	-10%	12%
CCCCC(C(=O)NC1CCCC1)N(C(=O)c1snc(C(N)=O)c1N)c1ccc(F)cc1 (stereo not given)	5%	-3%	-16%
O=C(NCCS(=O)(=O)NCCCc1ccccc1)c1ccccc1	nt	-23%	3%
CCC(C)NC(=O)C1CCCN(C(=O)NC2CCCCC2)C1 (stereo not given)	2%	8%	-3%
COc1cccc(-c2cc(C(=O)NCCCn3ccnc3)c3ccccc3n2)c1	5%	-7%	13%
CSC1=N/C(=C/c2cccnc2)C(=O)N1Cc1ccc(Cl)cc1	0%	16%	3%
CCN(c1ccccc1)S(=O)(=O)c1ccc(C(C(=O)OC)C(=O)OC)c([N+](=O)[O-])c1	-3%	5%	-5%
O=C(NCC(c1ccco1)N1CCN(c2ccccc2F)CC1)C(=O)NC1CC1 (stereo not given)	nt	-23%	-2%

Brought forward from above: 5 entries; new compounds follow.
smiles	TDP1 block	N370S GC	FEN1 inh
CCC(C)NC(=O)C1CCCN(C(=O)NC2CCCCC2)C1 (stereo not given)	2%	8%	-3%
COc1cccc(-c2cc(C(=O)NCCCn3ccnc3)c3ccccc3n2)c1	5%	-7%	13%
CSC1=N/C(=C/c2cccnc2)C(=O)N1Cc1ccc(Cl)cc1	0%	16%	3%
CCN(c1ccccc1)S(=O)(=O)c1ccc(C(C(=O)OC)C(=O)OC)c([N+](=O)[O-])c1	-3%	5%	-5%
O=C(NCC(c1ccco1)N1CCN(c2ccccc2F)CC1)C(=O)NC1CC1 (stereo not given)	nt	-23%	-2%
CCOc1ccc(CCNC(=O)Cn2nnc(-c3ccccc3Cl)n2)cc1OCC	-3%	nt	-4%
N[C@@H](C(=O)O)c1ccc(C(=O)O)c(C(=O)O)c1	40µM*!	-5%&-2%&13%&-3%	nt
Cc1cc(C(=O)CN2C(=O)C(=O)N(C3CCCC3)C2=O)c(C)n1CCc1ccc(F)cc1	1%	nt	12%
O=C(C1CCCN1C(=O)c1cccs1)N1CCN(S(=O)(=O)c2ccc(F)cc2)CC1 (stereo not given)	1%	nt	-2%
CCOC(=O)C1CCCN(S(=O)(=O)c2ccc3c4c(cccc24)C(=O)N3CC)C1 (stereo not given)	-8%	nt	-19%
O=C(CN(C(=O)CNS(=O)(=O)c1ccc(F)cc1)c1ccccc1F)NCc1ccco1	nt	-7%	4%
c1cncc(-c2nnc(C3CCCCC3)o2)c1	4%	1%	2%
COc1ccc(-c2[nH]ncc2CN2CCC(N3CCSCC3)CC2)cc1F	-3%	4%	-1%

More results follow.
smiles	TDP1 block	N370S GC	FEN1 inh
CCOC(=O)c1c(NC(=O)c2c(Br)cnn2CC)sc(C)c1C	3%[56.1 µM]	3%	-16%
COC(=O)c1cc(OC)cc(O)c1C(=O)c1c(O)cc(C)cc1O	nt	-8%	12%
Cc1cccc(NC(=O)Cn2cc(C(=O)C3CC3)c3ccccc32)c1C	6%[0.0935 µM]	-5%	-11%
CCCCc1nnc2c(N(C)S(=O)(=O)c3ccc(C)cc3)nc3ccccc3n12	5%	-1%	4%
CC(C)(C)c1ccc(OCC(=O)NNC(=S)NC(=O)c2ccco2)c(Br)c1	8%	-2%	15%
CC1(c2ccc(OC(F)F)cc2)NC(=O)N(CC(=O)Nc2ccc(N3CCCCC3)cc2)C1=O (stereo not given)	nt	-12%	-2%
Cc1nnc(C)c2c(C)n(-c3ccccc3)c(C)c12	nt	-6%	7%
O=C(CSc1nnc(CNC(=O)c2c(F)cccc2F)o1)Nc1ccc2c(c1)OCO2	4%	-4%	-3%

Further records follow:
smiles	TDP1 block	N370S GC	FEN1 inh
COCCNC(=O)c1nn2cccnc2c1Cl	1%	5%	1%
Cn1c(=O)[nH]c(=O)c2c1nc(SCCN1CCOCC1)n2Cc1ccccc1	1%	-5%	-2%
COc1cc(C(=O)OC2CC3CCC2(C)C3(C)C)ccc1OC(C)=O (stereo not given)	-9%	18%	-17%
Cc1cc(N(C)Cc2ccccc2)nc(-c2ccccc2)n1	-11%	?	-1%
Cc1ccc(C)c(OCC(=O)O/N=C(\N)c2cccc([N+](=O)[O-])c2)c1	8%	13%	-5%
CCOC(=O)C(NC(=O)CC)(Nc1ccc(S(=O)(=O)Nc2ncccn2)cc1)C(F)(F)F (stereo not given)	3%	-3%	-6%
CCC(C)(C)NC(=O)C(c1ccc(OC)cc1)N(Cc1cccs1)C(=O)CCC(=O)Nc1cc(C)on1 (stereo not given)	4%	1%	-8%
CC(NC(=O)c1cccs1)C(=O)NC1=NCCS1 (stereo not given)	8%	-1%	0%

The list goes on:
smiles	TDP1 block	N370S GC	FEN1 inh
CCN1C(=O)c2cccc3c(S(=O)(=O)Nc4nc(C)cs4)ccc1c23	11%	-3%	-7%
CCn1c(=O)n(CC(=O)N2CCN(c3ccccc3F)CC2)c(=O)c2ccccc21	4%	-4%	-9%
Cc1nc2ccccc2c(=O)n1NC(=O)c1ccccc1Br	nt	-1%	3%
COc1ccc(-c2nnc(SCC(=O)N3c4ccccc4Sc4ccccc43)o2)cc1	0%	?	7%
CN(CC(=O)Nc1ccc(OC(F)(F)F)cc1)C(=O)Cc1c(Cl)cccc1Cl	1%	2%	-21%
CC[C@]12c3[nH]c4ccc(OC)cc4c3CCN1C(=O)C(CC(=O)NCCc1ccccn1)C[C@@H]2C(=O)N1CCN(C(=O)C2CC2)CC1 (stereo not given in full)	0%[56.1 µM]	nt	6%
COc1ccccc1OCCCSc1nc(-c2ccc(C(C)(C)C)cc2)nc2cc(=O)[nH]n12	5%	nt	-13%
O=C(NN=C1CCCCC1)c1ccccc1-n1cccc1	3%	2%	-5%

Additional compounds:
smiles	TDP1 block	N370S GC	FEN1 inh
COC(=O)C1CCN(S(=O)(=O)CCNC(=O)c2cccc(OC)c2)CC1	nt	0%	-2%
COC(=O)c1ccc(NC2c3ncccc3C(=O)N2Cc2cccs2)cc1 (stereo not given)	3%	9%	-16%
CCc1cccc(NC(=O)CS(=O)Cc2nc(-c3ccc(C)cc3)oc2C)c1 (stereo not given)	5%	21%	?
CC(=O)NC(c1cccs1)c1cc(F)c2cccnc2c1O (stereo not given)	1%	nt	11%
COc1ccccc1CNC(=O)COC(=O)CSc1ccc(F)cc1	5%	-8%	1%
O=C(CN1CCN(c2ccc(O)cc2)CC1)NC1CCCc2ccccc21 (stereo not given)	3%	-8%	nt
COc1ccc(-c2[nH]ncc2C(=O)NCc2cccc(F)c2)cc1	3%	nt	1%
CCOC(=O)N1CCC(NC(=O)c2ccc(CS(=O)(=O)c3ccccc3C)o2)CC1	8%	2%	18%

(list continues)
smiles	TDP1 block	N370S GC	FEN1 inh
CN(C[C@H](CC1CCCCC1)N(C[C@H](Cc1ccccc1)N(CCc1ccccc1)N=O)N=O)N=O	4%	-4%	-8%
Cc1cc(=O)[nH]c2c(C)c(Cl)ccc12	5%	1%	nt
CSCCC(NC(=O)c1ccc(Cl)cc1Cl)C(=O)NCc1ccccn1 (stereo not given)	3%	-22%	10%
CC1(C)Cc2c(sc(NC(=O)C(=O)N3CCOCC3)c2C#N)CO1	4%	2%	-1%
CC(Oc1ccc2c(-c3ccccc3)cc(=O)oc2c1)C(=O)NCCCn1ccnc1 (stereo not given)	nt	-7%	22%
COc1ccc2c(c1)CC(C(=O)Nc1c(C)cc(C)cc1C)CO2 (stereo not given)	4%	nt	1%
Cc1oc2ccc(O)c(CN3CCCCC3C)c2c1C(=O)Nc1ccccc1 (stereo not given)	1%	nt	-6%
Cc1ccc(-n2nnnc2CNC(=O)c2ccccc2)cc1C	5%	nt	-4%

New compounds follow
smiles	TDP1 block	N370S GC	FEN1 inh
COc1ccc(CN2CCN(C(=O)CC(C)C)CC2)cc1Br	nt	-1%	-18%
COc1ccc(C(c2sc3nc(C)nn3c2O)N2CCN(CCO)CC2)cc1OC (stereo not given)	3%	-15%	6%
CC#CCN1c2ccccc2[C@]23C[C@@H](C(=O)OC)N(S(=O)(=O)c4c(C)noc4C)C2=NC(C(=O)OC)=C(C(=O)OC)[C@H]13	6%[12.3 µM]	-18%[12.8 µM]	nt
Cc1cc(N/N=C/c2ccc(O)cc2)nc(NS(=O)(=O)c2ccccc2)n1	16µM*	-13%	-7%
CC(C)N(C(=O)COC(=O)c1cccc(S(=O)(=O)N2CC3(C)CC2CC(C)(C)C3)c1)C(C)C (stereo not given)	2%	-8%	2%
COc1cc(Br)cc(/C=N/NC(=O)Cc2ccc(C(F)(F)F)cc2[N+](=O)[O-])c1O	-1%	6%	-5%
CCCCN(C)CCNC(=O)c1nn(-c2ccc(OC)cc2)c(=O)c2c1c1ccccc1n2C	0%&0%	-11%	-14%&13%
N#Cc1cnn(-c2nc3sc4c(c3c(=O)[nH]2)CCCC4)c1N	5%	3%	-1%

Remaining list, next part.
smiles	TDP1 block	N370S GC	FEN1 inh
COc1ccc(C(=S)N2CCCC2)cc1Br	4%	-11%	3%
COc1ccc(N2C(S)=C(C#N)C(=O)NC2c2ccc(OC)c(OC)c2)cc1 (stereo not given)	-2%	8%	26%
O=C(CCC(=O)c1cccs1)NCc1ccc(Cl)cc1	5%	-13%	3%
COc1ccc(Br)cc1C1NC(c2ccc3c(c2)OCO3)=CC(c2cc(Cl)ccc2O)N1 (stereo not given)	4%	nt	?
O=C(O)c1cc(=O)c2c(Cl)cc(Cl)cc2[nH]1	-9%[56.1 µM]	2%&5%&0%&-2%	15%
CCOc1ccccc1NC(=O)CCNS(=O)(=O)c1ccc2c(c1)CCN2C(=O)C1CC1	7%	nt	5%
O=C(Nc1cccc(NC(=O)C2CC3CCCC(C2)C3=O)n1)C1CC2CCCC(C1)C2=O (stereo not given)	-3%	2%	0%
